# Avidin fluor: compound fluoresces at 488/530 nm on avidin beads; compound fluorescence 488/530 nm, flow cytometry; hits give high values; hit rate 0.38% among 220,000; fluorescence (KMESF) at 10 µM; in the data active = fluorescence above about 47; also: inactives centre near 10
# Pf gamet viab: inhibitors of late stage P. falciparum gametocyte viability | inhibition, % at 10.9 µM | P. falciparum stage V gametocytes, ATP luminescence, 24 h | AID 743093 | hit rate 0.065% among 150,000;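 active = inhibition above the mean plus 3 SD of compounds within the control limits, set per campaign, cut at about 38% in these data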;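 also: 0% = DMSO wells and 100% = medium only without gametocytes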
# Rac1 wt GTP bind: alters GTP binding to wildtype human Rac1 | P63000 | GST-Rac1 beads, fluorescent GTP binding, flow cytometry; actives lie on both sides; 0 = cold GTP competed, 100 = untreated | GTP binding activity (% of control), % at 10 µM | hit rate 0.27% among 190,000;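 active = GTP binding activity at least 20 points away from the 100% control level, either lower or higher; inconclusive = compound flagged as likely green fluorescent, judged across all proteins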
# Rac1 act GTP bind: alters GTP binding to activated mutant human Rac1; P63000; GST-Rac1 activated beads, fluorescent GTP binding, flow cytometry; actives lie on both sides; 100% means binding = to untreated wells; percent activity (GTP binding), % at 10 µM; hit rate 0.11% among 190,000;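 active = GTP binding at least 20 percentage points away from the 100% baseline, in either direction, so actives lie on both sides; inconclusive = Compound likely fluorescent itself, or too few beads counted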
# HRas wt GTP: modulators of GTP binding to human HRas wildtype. GST-Ras wt beads, Bodipy-FL-GTP binding, flow cytometry; actives lie on both sides. hit rate 0.14% among 190,000. GTP binding activity, % at 10 µM. P01112. AID 759;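 active = GTP binding activity at least 20% away from the 100% baseline, either lowered as inhibitor or raised as activator; inconclusive = flagged as likely green fluorescent, judged across all proteins in the well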;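 also: 0% = unlabeled GTP competition control and 100% = no-compound control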
# Target sequence (P01112 whole entry, looked up): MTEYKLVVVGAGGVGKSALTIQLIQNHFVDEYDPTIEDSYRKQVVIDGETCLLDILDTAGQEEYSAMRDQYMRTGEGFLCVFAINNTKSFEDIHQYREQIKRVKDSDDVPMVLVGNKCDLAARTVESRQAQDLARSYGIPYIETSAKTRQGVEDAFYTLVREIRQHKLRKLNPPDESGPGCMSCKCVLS
# Rab7 wt GTP bind: dog Rab7 wildtype GTP binding, inhibitors and activators | GST-Rab7 beads, fluorescent GTP binding, flow cytometry; actives lie on both sides; untreated = 100%, excess cold GTP = 0% | GTP binding activity (percent of control), % at 10 µM | hit rate 0.055% among 190,000 | AID 758;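 active = fluorescent GTP binding to Rab7 beads changed by at least 20 points from the 100% baseline, either direction, mostly lower; inconclusive = compound itself probably fluorescent, or too few beads counted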;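 also: median green fluorescence of bound Bodipy-FL-GTP per Rab7 bead population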
# Mcl1 Noxa PPI: disrupts binding of human Mcl-1 to Noxa peptide; hit rate 1.5% among 220,000; TR-FRET Mcl-1/Noxa peptide binding, 2 h; AID 1022; inhibition, % at 21.7 µM;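 active = compounds that cut the protein-peptide binding signal by more than 50% relative to plate controls in a single-dose test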;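 also: His-tagged Mcl-1 with rhodamine Noxa BH3 peptide and terbium anti-His antibody; 0% = Mcl-1 plus Noxa peptide wells and 100% = peptide-only wells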
# Target sequence (Q07820 whole entry, looked up): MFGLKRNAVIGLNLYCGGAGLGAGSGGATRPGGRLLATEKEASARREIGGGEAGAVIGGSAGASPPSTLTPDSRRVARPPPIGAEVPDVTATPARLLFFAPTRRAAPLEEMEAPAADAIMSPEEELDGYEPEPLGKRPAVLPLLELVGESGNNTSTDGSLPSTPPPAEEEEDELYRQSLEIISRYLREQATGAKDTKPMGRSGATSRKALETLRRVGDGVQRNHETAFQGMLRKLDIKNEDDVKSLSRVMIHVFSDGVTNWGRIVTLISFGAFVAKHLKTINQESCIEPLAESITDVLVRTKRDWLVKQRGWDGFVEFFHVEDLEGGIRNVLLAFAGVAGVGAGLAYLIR
# Cdc42 wt: modulators (inhibitors or activators) of GTP binding to human Cdc42 wildtype; GST-Cdc42 beads, Bodipy-GTP binding, flow cytometry; actives lie on both sides; percent activity (GTP binding), % at 10 µM; hit rate 0.2% among 190,000; P60953;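 active = percent activity GTP binding at least 20 points away from the 100% baseline, either down as inhibitor or up as activator; inconclusive = compound flagged as likely green fluorescent from well-wide comparison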;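 also: median bead fluorescence of bound Bodipy-FL-GTP at 100 nM; 0% = excess unlabeled GTP control and 100% = no compound control; below 100% means less GTP binding so inhibitor and above means activator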
# Target sequence (P60953 whole entry, looked up): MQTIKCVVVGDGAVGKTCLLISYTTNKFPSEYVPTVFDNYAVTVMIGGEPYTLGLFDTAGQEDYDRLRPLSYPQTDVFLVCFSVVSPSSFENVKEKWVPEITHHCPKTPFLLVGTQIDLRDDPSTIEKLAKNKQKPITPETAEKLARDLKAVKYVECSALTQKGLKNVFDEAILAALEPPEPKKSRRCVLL
# Mcl1-Bid inh: Mcl-1/Bid interaction inhibition. TR-FRET Mcl-1/Bid-Dy647 peptide binding, 1536-well. inhibition, % at 21.7 µM. hit rate 0.97% among 220,000. Q07820. AID 1021;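 active = compounds that cut the binding signal by more than half at the single screening dose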;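 also: His-tagged Mcl-1 with europium anti-His antibody binding Bid BH3 peptide; 0% = Mcl-1 plus peptide wells and 100% = peptide-only wells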
# Rab2 wt GTP: changes GTP binding to wildtype dog Rab2A, up or down. GST-Rab2 wt beads, Bodipy-GTP binding, flow cytometry. GTP binding activity, % at 10 µM. hit rate 0.19% among 190,000;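 active = GTP binding activity at least 20 points away from 100%, either lowered or raised; inconclusive = signal likely due to the compound's own green fluorescence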;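 also: 0% = beads with excess unlabeled GTP and 100% = no-compound control corrected for plate trend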
# Bim-Mcl-1: disrupts Bim peptide binding to human Mcl-1; AID 1009; inhibition, % at 10 µM; hit rate 0.1% among 190,000; Bead-based flow cytometry, Bim peptide-Mcl-1 binding; in the data active = inhibition above about 40%;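 also: 0% = no compound tracer wells and 100% = peptide blocker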
# * = called active by the depositor; ? = inconclusive; · = not tested or not shown.
SMILES,Avidin fluor,Pf gamet viab,Rac1 wt GTP bind,Rac1 act GTP bind,HRas wt GTP,Rab7 wt GTP bind,Mcl1 Noxa PPI,Cdc42 wt,Mcl1-Bid inh,Rab2 wt GTP,Bim-Mcl-1
CSc1nsc(SC)c1C(=O)Nc1ccc(C)cc1,4,·,109,102,106,100,4,108,-8,106,-1
CCOC(=O)CNC(=S)n1ncnc1N,9,3,96,93,95,89,12,95,-22,95,0
COC(=O)/C=C/C(=O)Nc1cccc(C(F)(F)F)c1,10,-6,99,97,96,99,12,98,-1,97,21
C/C=C/c1ccc(OCC(=O)Nc2cc(OC)c(OC)c(OC)c2)c(OC)c1,12,-12,94,96,95,93,3,95,-31,95,-1
COc1ccc(N2CCN(C(CNC(=O)C(C)(C)C)c3cccnc3)CC2)cc1 (centres undefined),12,15,103,98,97,100,37,99,-25,96,1
COc1cnn(C(C)(C)C)c(=O)c1Cl,9,14,101,101,102,96,-15,102,-9,100,0
Cc1nc(SCC#N)c2c(C)c(C)sc2n1,24,·,100,95,96,99,-5,97,4,97,-1
O=C(Cc1c(F)cccc1Cl)Nc1ccncc1,9,11,98,94,96,98,-4,98,-84,97,0
COc1ccc(C)cc1NC(=S)N1CCN(c2ncccn2)CC1,9,-8,104,96,101,116,3,99,-9,104,-4
Cc1ccc2c(c1)c1c3n2CCN(C(=O)CN2CCN(C)CC2)C3CCC1 (centres undefined),35,·,105,100,103,102,8,104,-39,102,1
CC(=O)N(CCN1CCOCC1)Cc1cc2cc3c(cc2nc1Cl)OCO3,10,5,100,96,102,106,1,101,0,98,-2
COC(=O)[C@@]1(Cc2ccc(OC)cc2)[C@H]2c3cc(C(=O)N4CCCC4)n(Cc4ccc(C)o4)c3C[C@H]2CN1C(=O)c1ccccc1,11,·,106,95,102,104,-6,99,-28,98,0
OC1(C(F)(F)F)CC(O)(C(F)(F)F)n2nc(-c3ccccc3)cc2N1 (centres undefined),10,20,100,98,102,96,14,100,-20,101,-2
Cc1cc(C(=O)CN2C(=O)NC3(CCCC3)C2=O)c(C)n1-c1ccc2c(c1)OCO2,8,·,103,99,101,98,1,103,-26,99,6
O=C(COC(=O)c1cccnc1Nc1cccc(C(F)(F)F)c1)NCc1ccc2c(c1)OCO2,4,-6,?,?,?,?,48,?,-24,?,1

# An excerpt from above in order of molar mass, smallest number first:
SMILES,Avidin fluor,Pf gamet viab,Rac1 wt GTP bind,Rac1 act GTP bind,HRas wt GTP,Rab7 wt GTP bind,Mcl1 Noxa PPI,Cdc42 wt,Mcl1-Bid inh,Rab2 wt GTP,Bim-Mcl-1
CSc1nsc(SC)c1C(=O)Nc1ccc(C)cc1,4,·,109,102,106,100,4,108,-8,106,-1
C/C=C/c1ccc(OCC(=O)Nc2cc(OC)c(OC)c(OC)c2)c(OC)c1,12,-12,94,96,95,93,3,95,-31,95,-1
COc1ccc(N2CCN(C(CNC(=O)C(C)(C)C)c3cccnc3)CC2)cc1 (centres undefined),12,15,103,98,97,100,37,99,-25,96,1

# Continued.
SMILES,Avidin fluor,Pf gamet viab,Rac1 wt GTP bind,Rac1 act GTP bind,HRas wt GTP,Rab7 wt GTP bind,Mcl1 Noxa PPI,Cdc42 wt,Mcl1-Bid inh,Rab2 wt GTP,Bim-Mcl-1
COC(=O)CN(C#N)c1nc(C)cc(C)n1,16,-14,103,101,101,97,20,102,-17,101,0
CCOC(=O)N1CCN(CC(=O)Nc2ccc(F)cc2)CC1,21,-1,98,94,96,96,10,96,2,95,1
CC(=O)Nc1ccc(N2S(=O)(=O)c3ccccc3S2(=O)=O)cc1,26,-1,107,100,100,101,5,103,-32,102,-1
COc1ccc(-n2c(Cc3cccn3C)nnc2SCC(=O)NCc2ccco2)cc1,19,·,105,99,99,100,16,102,-9,101,-2
CCOC(=O)CCP(=O)(O)C(C)(O)c1ccccc1 (centres undefined),4,0,103,100,101,98,-2,104,20,100,0
CNC(=O)c1nc[nH]c1C(=O)NC,18,·,105,99,100,102,-2,101,-6,102,-4
O=C(CC(=O)NC1CCCCC1)N/N=C/c1cccc2ccccc12,12,·,95,95,97,94,-1,97,6,95,-1
O=C(COc1ccc(Cl)cc1)NNC(=O)c1ccccn1,8,-35,101,99,103,98,-65,102,-71,100,-2
O=C(CCN1C(=O)c2ccccc2C1=O)NCCN1CCOCC1,4,-8,101,99,98,97,-4,96,-18,102,-3
FC(F)(F)c1cccc(Cc2noc(CN3CCSCC3)n2)c1,2,-39,97,95,96,96,2,97,-27,96,-2
CCOc1ccc(N2C(=O)CC(Sc3nc(C)cc(C)c3C#N)C2=O)cc1 (centres undefined),6,-12,100,97,97,95,-1,96,-9,95,0
CCOc1ccccc1Nc1ccnc2cc(Cl)ccc12,13,-2,93,94,93,98,-1,96,-34,94,-3
COc1ccc(C2(CNC(=O)/C=C/c3ccco3)CCCC2)cc1OC,12,·,104,101,101,104,9,102,-5,103,-4
COc1cc2c(cc1OC)CN(C(=O)CSc1nc(C)cc(C)c1C#N)CC2,8,·,90,93,92,97,10,93,-6,89,2
O=C(CNC(=O)C1CCCCC1)NCCCO,8,·,105,99,99,98,-9,101,-25,102,4
O=C(NN=C1CCCCCCC1)c1ccc2ccccc2n1,19,-3,90,92,93,95,-26,91,-41,91,-1
NNc1nc(Nc2ccccc2)nc(Nc2ccccc2)n1,24,-27,111,98,99,97,-19,95,-25,99,-27
CCC(C)n1ncn(-c2ccc(N3CCN(c4ccc(O)cc4)CC3)cc2)c1=O (centres undefined),3,·,103,100,102,101,36,103,-105,98,-1
CC(=O)Nc1ccc(S(=O)(=O)N(C)CC(=O)OCC(=O)N2CCc3ccccc32)cc1,5,·,104,100,102,100,-6,104,-18,101,0
Cc1cc(C)nc(NNC2=CC(=O)CC(C)(C)C2)n1,12,-19,101,98,99,95,-30,98,-47,97,-2
CC(C)(C)C1CCc2onc(C(=O)NC3CCCC3)c2C1 (centres undefined),23,·,102,98,104,99,-6,105,-17,100,-4
COc1ccccc1/C=c1\sc2nc(-c3ccco3)nn2c1=O,·,·,94,97,94,96,74*,94,-27,95,-2
Cc1cc(S(=O)(=O)N(Cc2cccs2)Cc2ccccc2F)ccc1-n1cnnn1,3,-23,106,99,102,101,12,95,-20,96,-5
CCOC(=O)C1(CC2CCCCO2)CCN(S(=O)(=O)c2ccsc2)CC1 (centres undefined),10,-42,99,94,99,103,-2,92,-10,98,-4
Cc1nonc1N1CCN(Cc2cn[nH]c2-c2ccc3c(c2)OCO3)CC1,2,-5,101,96,96,96,-7,100,4,97,-5
CCOC(=O)c1c(C)nc(C)c(C(=O)OCC)c1-c1ccccc1,22,·,106,103,99,97,-1,108,-18,94,11
CC(NC(=O)CN(c1cccc(C(F)(F)F)c1)S(=O)(=O)c1ccc(Cl)c([N+](=O)[O-])c1)c1ccccc1 (centres undefined),15,-11,101,97,97,96,3,99,2,97,-4
Cc1ccccc1C(=O)NNC(=S)NC(=O)c1ccc(Cl)cc1Cl,12,4,95,96,97,91,-63,98,-119,96,0
O=C(c1ccc(N2CCOCC2)cc1)c1cccs1,12,-18,102,102,106,98,20,105,-1,103,0
O=C(O)c1cc(-c2cccc(Cl)c2)nc2nc(N3CCCCC3)sc12,6,·,96,94,94,98,11,91,-11,94,0
CCOC(=O)c1c(-c2ccccc2)oc2ccc(O)c(CN3CCCC3)c12,14,13,104,100,103,100,11,103,6,99,-1
CC(C)(Cc1ccc(O)cc1)NC(=O)CC(=O)N=Nc1c(O)[nH]c2ccc(Br)cc12,15,-10,89,94,92,93,-7,88,-48,90,-1
O=C(CCn1c(=O)[nH]c2ccsc2c1=O)NCc1ccc(F)cc1,25,6,96,95,99,104,1,98,-20,97,1
O=C(c1ccccc1)N1CCCc2ccccc21,4,-7,105,99,99,97,-5,101,-1,98,·
Cc1ccc(S(=O)(=O)Nc2ccc3c(c2)OCCO3)cc1C,9,·,96,96,96,97,3,96,-55,96,0
N/C(=N/OC(=O)c1ccccc1F)c1nonc1N,11,3,88,88,89,94,-1,90,-4,86,4
Cc1ccc(-c2nnc(SCC(=O)CC(=O)Nc3ccccc3)n2-c2ccccc2)cc1,7,1,97,97,98,97,-50,99,-48,99,0
CCC(C)[C@H](NC(=O)NCc1cccc(OC)c1)C(=O)OC (some centres undefined),8,·,96,95,93,98,-1,96,-21,96,0
Cc1ccc(C(=O)CSC2=C(C#N)C(c3ccco3)CC(=O)N2)c(C)c1 (centres undefined),34,-29,100,98,99,97,27,98,-25,100,-2
O=C(/C=C/c1ccccc1Cl)Nc1ccncc1,13,·,104,99,99,100,37,101,17,101,-3
CCS(=O)(=O)N1Cc2ccccc2CC1C(=O)NC(C)C12CC3CC(CC(C3)C1)C2 (centres undefined),10,·,99,95,98,98,14,96,14,97,0
COc1cc2c(cc1OC)C(C)N(C(=O)C1COc3ccccc3O1)CC2 (centres undefined),17,-46,104,101,105,102,0,106,1,103,0
COc1cc(C(=S)N2CCOCC2)ccc1OC(=O)c1cc([N+](=O)[O-])c(C)c([N+](=O)[O-])c1,6,·,106,99,98,98,13,101,-62,99,-6
COC(=O)[C@@H](NC(=O)Nc1cc(Cl)ccc1C)C(C)C,8,·,103,99,102,100,9,100,5,101,-1
CC(C)(C)n1nc2c(c1NC(=O)c1cccc(C(F)(F)F)c1)CS(=O)C2 (centres undefined),21,-8,105,101,101,100,3,102,-7,102,-3
O=S(=O)(NCC1CCCO1)c1ccc(-c2ccc(S(=O)(=O)NCC3CCCO3)cc2)cc1 (centres undefined),14,13,104,96,98,96,1,101,11,99,0
Cc1ccc(S(=O)(=O)N(CC(=O)N2CCN(c3ccccc3F)CC2)C2CCCCC2)cc1,9,17,105,99,99,94,7,99,-10,99,0
CSc1nc(C)cc(Oc2ccc(OCCOc3ccccc3)nn2)n1,20,1,98,96,96,96,11,98,2,97,-3
CN1CCCC(OC(=O)/C(C#N)=C/c2ccccc2)C1 (centres undefined),10,16,97,98,99,95,19,97,7,98,-4
Cc1cc(C)cc(OCC(=O)Nc2nc3ccc([N+](=O)[O-])cc3s2)c1,23,·,101,98,101,102,5,98,-29,99,0
Cc1cc(-c2ccc(Cl)cc2)oc(=O)c1NC(=O)c1ccccc1,35,·,102,99,100,97,21,101,15,99,-2
Cc1ccc(CSc2ccc(-c3cccs3)nn2)cc1,6,3,100,95,99,102,8,100,-15,99,-4
COC(=O)C1=C(C)N=C2SC(C)C(=O)N2C1c1ccc(C(=O)OC)cc1 (centres undefined),34,-2,102,97,102,102,-9,103,-33,101,-4
CCCc1c(O)nc(SCCN(CC)CC)n(C(=O)c2ccccc2)c1=O,17,-4,101,98,99,103,19,97,-4,99,-2
CCOc1ccc(C2Nc3ccccc3C(CC)(CC)O2)cc1 (centres undefined),10,9,101,95,97,103,11,101,-51,98,0
